Compound activity (PubChem)
COUP-TFII inh – blocks human COUP-TFII nuclear receptor; 0.7% of 370,000 active; HEK293T NGFI-A luciferase reporter, luminescence; inhibition, % at 8.6 µM; P24468;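 active = inhibition above a per-plate cutoff, mean inhibition of test wells between control levels plus 3 SD, cut at about 38% in these data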;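 also: cells cotransfected with COUP-TFII expression vector driving the NGFI-A reporter; 0% = median of COUP-TF2 test wells and 100% = reporter-only cells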
EBV LMP1 NFkB – inhibitors of Epstein-Barr LMP1-induced NF-kappaB reporter. inhibition, % at 12.5 µM. LMP1-induced NF-kappaB luciferase reporter cells, luminescence. 0.69% of 350,000 active. AID 504558; in the data active = inhibition above about 41%;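 also: 0% = neutral control wells and 100% = reference inhibitor control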
NCOA3 inh – inhibits human SRC3 coactivator; HEK293 GAL4-SRC3 luciferase reporter, luminescence; inhibition, % at 3.6 µM; Q9Y6Q9; 0.17% of 360,000 active;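 active = inhibition above a per-campaign cutoff, the mean of all compounds plus 3 SD, cut at about 60% in these data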;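 also: 0% = DMSO-treated cells and 100% = gossypol-treated cells at 36 µM; higher means less SRC3-driven luciferase light from the GAL4 reporter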
TLR9-MyD88 inh – inhibitors of human TLR9-MyD88 binding; Q9NR96+Q99836; CHO BLA complementation TLR9-MyD88, CCF4 FRET ratio; inhibition, % at 4.98 µM; 0.21% of 340,000 active; AID 504734;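 active = inhibition above the mean over all tested compounds plus 3 SD, cut at about 21% in these data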;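 also: 0% = DMSO only wells and 100% = clavulanate BLA inhibitor control wells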
Target sequence (Q99836 whole entry, looked up): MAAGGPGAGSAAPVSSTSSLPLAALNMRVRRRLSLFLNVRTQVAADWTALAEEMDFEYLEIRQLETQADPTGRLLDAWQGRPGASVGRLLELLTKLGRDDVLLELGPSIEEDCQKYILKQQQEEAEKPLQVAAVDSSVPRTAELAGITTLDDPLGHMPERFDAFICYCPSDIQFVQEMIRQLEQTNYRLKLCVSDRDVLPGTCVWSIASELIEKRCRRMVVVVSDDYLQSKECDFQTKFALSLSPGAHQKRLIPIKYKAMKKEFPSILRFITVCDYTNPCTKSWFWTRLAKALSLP
Target sequence (Q9NR96 whole entry, looked up): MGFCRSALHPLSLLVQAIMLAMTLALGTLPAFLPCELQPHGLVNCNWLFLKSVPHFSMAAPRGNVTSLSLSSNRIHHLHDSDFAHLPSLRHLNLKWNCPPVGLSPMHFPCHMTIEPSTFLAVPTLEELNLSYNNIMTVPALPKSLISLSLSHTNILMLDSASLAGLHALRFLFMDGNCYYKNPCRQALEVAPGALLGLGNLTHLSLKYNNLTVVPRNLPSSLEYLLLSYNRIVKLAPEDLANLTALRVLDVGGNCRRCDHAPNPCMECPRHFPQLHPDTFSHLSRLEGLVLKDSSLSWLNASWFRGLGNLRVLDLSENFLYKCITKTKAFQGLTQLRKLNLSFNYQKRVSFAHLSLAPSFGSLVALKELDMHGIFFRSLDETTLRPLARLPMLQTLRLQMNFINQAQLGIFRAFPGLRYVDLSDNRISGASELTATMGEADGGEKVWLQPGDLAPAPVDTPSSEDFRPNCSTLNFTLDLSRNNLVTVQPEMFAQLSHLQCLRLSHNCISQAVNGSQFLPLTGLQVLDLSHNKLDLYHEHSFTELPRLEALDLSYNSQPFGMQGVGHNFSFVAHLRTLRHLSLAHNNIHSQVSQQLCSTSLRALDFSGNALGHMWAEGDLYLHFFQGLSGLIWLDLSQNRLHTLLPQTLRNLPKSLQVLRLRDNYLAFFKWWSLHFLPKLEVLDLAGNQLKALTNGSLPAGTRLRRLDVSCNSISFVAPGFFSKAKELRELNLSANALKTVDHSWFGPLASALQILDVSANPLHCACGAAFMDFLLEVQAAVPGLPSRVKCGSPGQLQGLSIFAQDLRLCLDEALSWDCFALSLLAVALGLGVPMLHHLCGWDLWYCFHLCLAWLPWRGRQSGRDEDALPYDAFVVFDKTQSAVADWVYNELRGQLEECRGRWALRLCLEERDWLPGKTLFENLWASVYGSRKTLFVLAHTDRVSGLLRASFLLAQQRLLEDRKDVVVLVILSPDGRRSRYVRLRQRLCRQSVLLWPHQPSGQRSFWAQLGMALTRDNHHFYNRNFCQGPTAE
NCOA2 inhibitor – human SRC2 (NCOA2) inhibition; 0.17% of 370,000 active; AID 651957; HEK293 GAL4-SRC2 luciferase reporter, luminescence; inhibition, % at 9 µM;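 active = inhibition above the mean inhibition of all tested compounds plus 3 SD, set per campaign, cut at about 52% in these data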;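 also: 0% = DMSO treated cells and 100% = cells given Gossypol at 36 µM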
SRC1 inh – human NCOA1 inhibition | HEK293 GAL4-SRC1 luciferase reporter, luminescence | inhibition, % at 3.6 µM | 0.12% of 360,000 active | Q15788;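 active = inhibition above the campaign mean plus 3 SD, with each screening campaign given its own cutoff, cut at about 60% in these data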;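 also: 0% = DMSO treated cells and 100% = gossypol at 36 µM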
ABHD5-PLIN5 inh – ABHD5-PLIN5 protein interaction inhibition. Q00G26+Q8WTS1. Split G. princeps luciferase complementation, luminescence, 4 h. inhibition, % at 4 µM. 0.78% of 360,000 active;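 active = inhibition above the mean inhibition across every tested compound plus 3 SD, cut at about 22% in these data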;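 also: 0% = DMSO only wells and the 100% control is not disclosed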
MC4R antagonist – antagonists of human melanocortin 4 receptor (MC4R) | P32245 | MC4R-expressing cells, MTII-stimulated cAMP, LANCE TR-FRET | inhibition, % at 6.5 µM | 0.48% of 360,000 active | AID 540295;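 active = inhibition above its plate's cutoff, the mean of tested wells on that plate plus 3 SD, cut at about 29% in these data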;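 also: 0% = Melanotan II alone and 100% = Melanotan II plus saturating MCL0020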
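Material: human MC4R-expressing U2OS cells. Probe or stimulus: Melanotan II challenge. Dosing: 6.5 µM single dose. Times: 30-min compound, 1-h challenge, 1-h detection, room temperature. Technique: TR-FRET with Eu-cAMP and labeled anti-cAMP, 671 nm. Replication: singlicate.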
MC4R ag barr – activates human MC4R beta-arrestin recruitment; U2OS MC4R beta-arrestin complementation, luminescence; percent of melanotan II response, DMSO zero; activation, % at 8.9 µM; 0.98% of 360,000 active; AID 540308;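 active = activation above a per-plate cutoff, the mean activation of sample wells on that plate plus 3 SD, cut at about 8% in these data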
NOD2-RIPK2 inh – inhibitors of human NOD2-RIPK2 interaction; CHO BLA complementation NOD2-RIPK2, CCF4 ratio; 0.38% of 360,000 active; O43353; inhibition, % at 4.98 µM; in the data active = inhibition above about 21%;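 also: 0% = vehicle only and 100% = reference blocker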
NR5A2 inv ag – inverse agonists of human LRH-1 (NR5A2); 0.13% of 360,000 active; O00482; HEK293T StAR-luciferase reporter, LRH-1 transfected, 24 h; AID 602396; inhibition, % at 3.6 µM;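 active = inhibition above the mean inhibition of all tested compounds plus 3 SD, cut at about 73% in these data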;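 also: 0% = DMSO wells and 100% = reporter-only cells lacking LRH-1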
Numbers without * were called inactive; . = not tested or not shown; & = joins results of further samples. This is a subset, so the mix of outcomes need not match the whole.

Values run as follows: COUP-TFII inh	EBV LMP1 NFkB	NCOA3 inh	TLR9-MyD88 inh	NCOA2 inhibitor	SRC1 inh	ABHD5-PLIN5 inh	MC4R antagonist	MC4R ag barr	NOD2-RIPK2 inh	NR5A2 inv ag
> O=C(O)c1ccc(N/N=C2/CCSc3ccc(F)cc32)cc1
  -2	1	-2	-2	-1	-24	-11	6	-2.0	-19	-1
> CCOc1ccc(CCNc2nc3ccccc3n3c(C)nnc23)cc1OCC
  -3	10	-3	4	-19	-4	2	-46	-0.4	-4	17
> CCOc1ccc2oc(C(=O)OCC(=O)NC(=O)NC3CCCC3)c(C)c2c1
  1	4	-8	-1	16	-11	-3	4	3.1	-3	7
> CCOc1cccc(C2C(C(=O)c3ccc(C)o3)=C(O)C(=O)N2c2nnc(C)s2)c1 (configuration not stated)
  -8	-1	4	1	7	-3	-6	5	-0.2	-8	-48
> Cc1ccc(C(=O)N(c2ccccn2)C(C)c2ccco2)cc1C (configuration not stated)
  -6	-15	-41	1	-33	-27	-4	-4	-2.4	-7	-52
> COc1ccc(C(=O)C(C)[n+]2ccc(C)c3ccccc32)cc1[N+](=O)[O-] (configuration not stated)
  -10	4	8	-6	-8	0	12	-4	-0.7	5	23
> Cc1oc(-c2ccccc2Cl)nc1CS(=O)CC(=O)NCCCN1CC(C)CC(C)C1 (configuration not stated)
  -1	-3	3	5	9	-3	-6	6	-0.6	-2	8
> CCOC(=O)c1csc(-c2ccc(COC(=O)c3ccccc3)o2)n1
  .	.	-15	.	.	-26	-7	.	.	-6	-39
> CCCc1cc(=O)[nH]c(SCC(=O)N(C)Cc2ccccc2)n1
  -7	6	11	-1	9	-4	-2	-7	-1.6	0	-8
> COc1ccccc1CNS(=O)(=O)c1c(C(=O)N2CCCCC2)c(C)n(C)c1C
  -37	-3	5	7	17	2	-2	-7	0.1	6	5
> Cc1ccc(-c2cc(C(=O)Nc3c(C#N)cnn3C)no2)cc1
  -7	-7	-13	0	-3	-26	8	4	-0.4	-5	-50
> COC(=O)C1=CN(c2ccc(OC)cc2)C=C(C(=O)OC)C1c1cc(OC)c(OC)cc1OC
  -3	1	8	-5	-32	-8	1	-1	1.1	-2	-1
> CCC(C(=O)OCC(=O)Nc1cc(Cl)cc(Cl)c1)c1ccccc1 (configuration not stated)
  6	-5	8	1	-4	30	-9	6	2.5	-16	0
> Cc1ccc(NC(=O)COC(=O)C2(C)CC2(Cl)Cl)cc1S(=O)(=O)N1CCOCC1 (configuration not stated)
  12	2	2	0	-5	-3	10	3	0.1	1	1
> COc1ccc(N2C(=O)/C(=C/c3cccs3)NC2=S)cc1
  -18	-10	0	8	2	-47	-5	7	-3.8	-7	-15
> O=C(Nc1ccc(S(=O)(=O)Nc2ncccn2)cc1)c1ccc(N2CCCC2=O)cc1
  -7	-2	13	-9	6	-24	6	22	-1.4	-11	7
> CCc1cc(=O)oc2cc(OC(C)C(=O)NCc3ccccn3)ccc12 (configuration not stated)
  -11	-1	-3	2	-10	-11	-2	1	-3.4	-1	-3
> COC(=O)c1[nH]c2c(c1C)C(=O)CC(c1ccccc1)C2 (configuration not stated)
  -100	11	12	4	28	4	-1	-28	-1.6	-9	13
> CC1CCN(CCC(=O)N/N=C/c2ccc([N+](=O)[O-])cc2)CC1
  -3	5	1	0	-6	-2	2	9	-0.2	8	6
> O=c1c2c(nc3nc(SCc4ccccc4)[nH]n13)CCC2
  -16	11	-6	-3	-7	0	-6	0	0.6	-4	14
> O=C1C(=NO)CC(c2ccccc2)N1c1ccccc1 (configuration not stated)
  5	-16	-1	-6	-8	-8	-2	-4	-1.6	7	-14
> O=C(NC1CCN(Cc2ccccc2)CC1)C1CCN(S(=O)(=O)c2cccc3cccnc23)CC1
  20	-14	-1	-5	-13	-12	0	0	-0.1	0	7
> COC(=O)CN(C(=O)CSc1nnc(-c2cccc(OC)c2)o1)c1ccc(OC)cc1
  -10	3	6	-8	-10	-9	3	6	-0.9	-3	-3
> CCN(CC)CCOC(=O)CCc1cccc2ccccc12
  1	2	19	-9	-21	-28	-1	10	0.1	-14	-6
> O=C(NCc1ccc(Cl)cc1)c1cc2c(s1)CS(=O)(=O)C2
  -2	0	-2	12	-12	-15	-1	-6	0.0	-8	2
> Cn1ncc2c(O/N=C(\N)c3ccc(C(C)(C)C)cc3)ncnc21
  .	-59	-76	2	.	-23	-5	12	36*	3	35
> COc1cccc(-c2nc(CS(=O)(=O)CC(=O)NCCCOC(C)C)c(C)o2)c1
  2	-2	12	7	-5	-6	2	-1	-1.3	-6	-1
> CCCn1c(=S)[nH]c2cc(Cl)ccc21
  8	2	-9	-8	12	-20	-4	12	-0.7	-12	2
> CC1(C)C2CC=C(/C=N/NC(=O)c3ccc(Cl)cc3)C1C2 (configuration not stated)
  -3	7	4	4	-10	-1	-2	3	-0.9	-5	-27
> O=C(NCCOc1ccccc1)C1CCC(=O)N(C2CCCCCC2)C1 (configuration not stated)
  -10	-2	7	-3	-21	-10	-4	19	-5.5	-10	12

(continued)
Values run as follows: COUP-TFII inh	EBV LMP1 NFkB	NCOA3 inh	TLR9-MyD88 inh	NCOA2 inhibitor	SRC1 inh	ABHD5-PLIN5 inh	MC4R antagonist	MC4R ag barr	NOD2-RIPK2 inh	NR5A2 inv ag
> CCc1nnc2c(N(C)S(=O)(=O)c3ccc(C)cc3)nc3ccccc3n12
  3	-3	11	-2	-2	15	-7	-3	-0.9	-11	-4
> COC(C)(C)[C@]12CC(O)(C(C)C)ON1[C@H]1CCCCC1N2O (some centres not stated)
  8	-2	21	0	25	-1	-2	3	0.5	-1	-10
> COc1ccccc1CNS(=O)(=O)c1cc2c3c(c1)C(C)C(=O)N3CCC2 (configuration not stated)
  11	-3	17	6	9	11	-6	8	-1.3	-2	2
> O=C1OCC(CO)(CO)N=C1NNc1ccccc1[N+](=O)[O-]
  -25	1	-39	3	-12	-35	2	-6	-0.2	13	-46
> Clc1cccc(-c2nnc(SCc3nc4ccccc4[nH]3)n2Cc2ccco2)c1
  3	15	-3	3	-3	-15	6	-2	-1.5	1	-10
> CCC(C)(NC(=O)c1ccccn1)C(=O)NC1CCCC1 (configuration not stated)
  3	-4	14	0	22	-6	-8	9	0.0	-10	-3
> Cc1ccccc1CNS(=O)(=O)c1c(C)[nH]c(C)c1C(=O)N1CCCCC1
  3	5	-17	-12	27	-11	-6	10	1.9	0	-19
> CCOc1ccc(CCNC(=O)C2CCCN(c3nn4c(=O)cc(C)nc4s3)C2)cc1 (configuration not stated)
  8	1	10	6	6	-20	-1	-3	2.6	-7	24
> OCCCc1nc2n(n1)C(c1ccccc1)C=C(c1ccc(F)cc1)N2 (configuration not stated)
  11	-4	2	39*	-4	1	2	-2	-0.5	51*	0
> O=C(CNCc1ccc(F)cc1)Nc1ccc(S(=O)(=O)N2CCOCC2)cc1
  8	3	11	-11	0	7	-16	7	-1.0	-8	14
> O=C(COC(=O)c1cc(S(=O)(=O)NCc2ccccc2)ccc1O)NCc1ccccc1
  -8	-4	15	-3	-17	16	-2	5	0.2	3	-1
> COC(=O)c1ccccc1NC(=O)/C=C/c1cc(OC)c(OC)c(OC)c1
  16	21	2	-13	19	-24	4	3	-0.2	-1	18
> CCCCCCn1c(=O)n2n(c1=O)[C@@H]1CN(S(=O)(=O)c3ccc(C)cc3)C[C@]1(O)[C@@H](OC(=O)NCc1ccc(OC)c(OC)c1)C2
  1	0	9	6	2	-9	-21	12	5.2	-6	-1
> CC1CCN(CC(C)OC(=O)c2ccco2)CC1 (configuration not stated)
  4	-9	4	-9	12	-19	3	11	2.2	-3	6
> C[C@@H]1CN([C@@H](C)CO)C(=O)CCCn2nncc2CO[C@@H]1CN(C)C(=O)NC1CCCCC1
  0	3	-6	1	17	7	5	3	0.3	-10	3
> CCOc1cc(/C=N/NC(=O)c2nnn(-c3nonc3N)c2C)ccc1OCc1ccc(C)cc1
  -10	-56	-16	4	-5	-3	3	11	1.2	-3	15
> COc1ccc(C(=O)NC2CCc3ccccc32)cc1OC1CCN(C(C)=O)CC1 (configuration not stated)
  11	5	-49	0	-9	-46	-3	3	-2.0	13	3
> COc1ccc(Oc2cnc3ccccc3n2)cc1
  -18	7	13	3	-9	7	-2	7	-2.7	6	-60
> COc1ccc(NC(=O)c2ccc(CNc3c(NC4CCCCC4)c(=O)c3=O)cc2)c(OC)c1
  -3&-78	1&6	-13&-2	-6&-1	-35&-6	-8&-28	-7&-9	10&-6	-0.8&6.2	11&0	-8&-13
> COc1ccc(S(=O)(=O)N2CCC(C(=O)NC(c3nc4ccccc4[nH]3)C(C)C)CC2)cc1 (configuration not stated)
  13	8	11	1	4	2	0	-5	-2.3	-8	-1
> COc1ccc(NC(=O)c2ccc3nc[nH]c3c2)cc1
  -32	-5	-51	3	-26	-75	11	3	-0.2	-12	-62
> COc1ccc(CC(=O)OCc2nnc(-c3ccccc3)o2)cc1
  -9	-9	-11	1	7	-8	1	-9	-2.8	-2	1
> COc1ccc(/C(O)=C2/C(=O)C(=O)N(c3ccccn3)C2c2ccc(F)cc2)cc1 (configuration not stated)
  -26	-2	-84	9	-45	-60	-5	23	-1.1	-2	-122
> O=C(CSc1nc2ccccc2[nH]1)NCCN1CCCCC1
  7	1	7	5	-9	-14	0	-2	-1.8	-3	14
> CC1(C)Cc2c(cnn2-c2cccc(F)c2)C(NC(=O)C2CCOCC2)C1 (configuration not stated)
  17	-2	-13	-1	-3	-9	-1	0	-1.4	-1	-2
> COc1ccc(C(=O)n2nc(C)cc2Nc2ccccc2)cc1
  -18	-29	-64	0	-23	-36	-6	0	7.9	-4	-49
> CC(c1nc2ccccc2[nH]1)N(C(=O)C1=NNC(=O)CC1)c1ccccc1 (configuration not stated)
  7	.	-16	.	6	-4	-6	.	.	6	-4
> Cc1nnc(SCC(=O)NCc2ccccc2)s1
  -12	-8	15	-2	12	6	-5	6	-1.5	-8	3
> COc1ccc(N2C(=O)C3C(C2=O)C3(c2ccccc2)c2ccccc2)cc1 (configuration not stated)
  4	-1	29	7	0	17	1	5	0.4	-5	-18
> COc1ccc(-n2cccc2/C=C2\C(=N)N3N=C(C(C)C)SC3=NC2=O)cc1
  -9	-11	6	-5	-13	18	2	47*	-2.4	1	-14

Molecules above with a thiophene ring, fused or not (two):
Values run as follows: COUP-TFII inh	EBV LMP1 NFkB	NCOA3 inh	TLR9-MyD88 inh	NCOA2 inhibitor	SRC1 inh	ABHD5-PLIN5 inh	MC4R antagonist	MC4R ag barr	NOD2-RIPK2 inh	NR5A2 inv ag
> COc1ccc(N2C(=O)/C(=C/c3cccs3)NC2=S)cc1
  -18	-10	0	8	2	-47	-5	7	-3.8	-7	-15
> O=C(NCc1ccc(Cl)cc1)c1cc2c(s1)CS(=O)(=O)C2
  -2	0	-2	12	-12	-15	-1	-6	0.0	-8	2
